# Screens as filed in PubChem BioAssay.
# SNCA expr inhib: Primary qHTS assay for inhibitors of alpha-synuclein gene (SNCA) expression | HEK-293 SNCA-luciferase knock-in, luminescence, 24 h | Potency, µM (series often up to 57.2 µM), for inactives: at the highest dose activity change, negative = inhibition, usual class: inhibitors | 0.17% of 140,000 active | AID 1671194, 2021;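 further: potency means the concentration at half of the fitted maximal effect; plate controls were DMSO cells for no effect and cell-free wells for full effect; nearly all actives have a fitted effect of over 45% in size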
# HEK293 viab: GF-AFC viability counterscreen for inhibitors of alpha-synuclein gene (SNCA) expression; Potency, µM (series often up to 57.1 µM), without a hit: top-dose activity change, negative = cytotoxicity, actives largely listed as cytotoxic; HEK-293-SNCA-luc viability, GF-AFC fluorescence, 24 h; AID 1671193, 2021; 0.12% of 150,000 active;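 further: potency means the concentration at half of the fitted maximal effect; 0% = DMSO-treated cells and -100% = medium-only wells without cells; nearly all actives have a fitted effect of over 30% in size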
#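 Cytotoxicity counterscreen: after 24 h compound treatment of genome-edited SNCA-luciferase HEK-293 cells, live-cell protease substrate GF-AFC read by fluorescence after 30 min; activity scaled between DMSO (0%) and medium-only (-100%), curves Hill-fitted.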
# IP6K1 inhibitor: Primary qHTS assay for small molecule inhibitors of Inositol hexaphosphate kinase 1 (IP6K1); Inositol hexakisphosphate kinase 1 (Homo sapiens), Q92551; IP6K1 kinase, ADP-Glo luminescence, 2 h; stronger effect = lower value; activity change, % (series mostly up to about 58 µM); 0.81% of 140,000 active; AID 1645851, 2021; in the data active means activity change below about -25%
# Target sequence (Q92551 whole entry, looked up): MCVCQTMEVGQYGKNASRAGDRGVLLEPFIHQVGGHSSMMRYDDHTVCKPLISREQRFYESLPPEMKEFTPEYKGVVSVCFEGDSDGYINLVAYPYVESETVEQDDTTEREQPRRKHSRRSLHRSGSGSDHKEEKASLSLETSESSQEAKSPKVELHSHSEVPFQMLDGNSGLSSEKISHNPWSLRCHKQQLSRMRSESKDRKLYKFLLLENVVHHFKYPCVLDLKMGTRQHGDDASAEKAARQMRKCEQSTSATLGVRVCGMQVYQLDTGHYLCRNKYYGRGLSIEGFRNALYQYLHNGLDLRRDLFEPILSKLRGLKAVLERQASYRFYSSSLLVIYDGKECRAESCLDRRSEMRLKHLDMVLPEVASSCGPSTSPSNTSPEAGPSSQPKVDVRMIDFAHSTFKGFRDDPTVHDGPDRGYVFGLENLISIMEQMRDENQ
#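 ADP-Glo luminescence measures ADP made by human IP6K1 during a 2 h RT reaction with ATP/IP6 (mix at 1.3 mM/130 uM); top library doses 57.5 and 19.1 uM final.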
# FLuc inh: Firefly luciferase inhibition profiling of diverse chemical library using quantitative high-throughput screening. Potency, µM (highest dose often 115 µM), for the others: at the top dose activity change, negative = inhibition, actives largely listed as inhibitors. 2.5% of 76,000 active. AID 1347043, 2019. Luciferin 4-monooxygenase (Photinus pyralis), P08659. purified P. pyralis luciferase, luminescence, biochemical; further: potency means the concentration at half of the fitted maximal effect; nearly all actives have a fitted effect of over 65% in size
# Target sequence (P08659 whole entry, looked up): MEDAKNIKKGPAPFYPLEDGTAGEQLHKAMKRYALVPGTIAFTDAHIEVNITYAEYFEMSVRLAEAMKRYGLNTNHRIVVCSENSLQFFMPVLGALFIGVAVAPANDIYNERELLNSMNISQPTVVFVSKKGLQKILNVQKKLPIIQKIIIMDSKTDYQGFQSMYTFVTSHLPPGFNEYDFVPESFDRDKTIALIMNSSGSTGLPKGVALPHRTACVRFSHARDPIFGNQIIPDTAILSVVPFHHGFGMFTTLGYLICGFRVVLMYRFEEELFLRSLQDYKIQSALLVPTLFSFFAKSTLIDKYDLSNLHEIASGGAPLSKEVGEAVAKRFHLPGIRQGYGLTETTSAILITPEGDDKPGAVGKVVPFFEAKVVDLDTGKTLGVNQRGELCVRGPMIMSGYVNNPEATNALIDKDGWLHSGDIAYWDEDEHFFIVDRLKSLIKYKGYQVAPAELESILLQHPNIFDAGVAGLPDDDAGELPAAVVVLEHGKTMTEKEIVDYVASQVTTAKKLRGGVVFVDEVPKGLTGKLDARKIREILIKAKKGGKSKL
#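 Inhibitors were tested against purified firefly luciferase in a biochemical, low-substrate format (both substrates at 10uM) and luminescence measured with a CCD imager.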
# NIH3T3 tox: Cytotoxic Profiling in NIH 3T3 Cell Line of Diverse Libraries Using Quantitative High-Throughput Screening | NIH 3T3 viability, CellTiter-Glo ATP luminescence, 48-72 h | Potency, µM (top dose mostly 96.7 µM), without a hit: at the top dose activity change, negative = cytotoxicity, most hits filed as inhibitors | 4.3% of 94,000 active; further: potency means the concentration at half of the fitted maximal effect; nearly all actives have a fitted effect of over 55% in size
#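 Viability of NIH 3T3 cells after 48 or 72 hr compound treatment at 37 °C was assessed by CellTiter-Glo, with luminescence imaged following a 10 min room-temperature step.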
# GPT2 inhibitor: Primary qHTS assay for inhibitors of Glutamate pyruvate transaminase 2 (GPT2); Recombinant GPT2, coupled pyruvate oxidase/HRP Amplex Red fluorescence; 0.25% of 100,000 active; Potency, µM (titrated, usually from 57.7 µM), for inactives: at the top dose activity change, negative = inhibition, actives largely listed as inhibitors; further: potency means the concentration at half of the fitted maximal effect; nearly all actives have a fitted effect of over 60% in size; many of its hits are not listed in these tables
#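 Inhibition is scored from Amplex Red fluorescence generated when pyruvate oxidase and HRP act on pyruvate released by GPT2. Reactions contain 10ng/uL enzyme, 250uM a-KG and 2mM L-alanine and run 30 min at room temperature.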
# HEK293 tox: Cytotoxic Profiling in HEK 293 Cell Line of Diverse Libraries Using Quantitative High-Throughput Screening | HEK 293 viability, ATP luminescence (CellTiter-Glo), 48-72 h | 6.6% of 94,000 active | AID 1345083, 2018 | Potency, µM (highest dose often 115 µM), for inactives: at the top dose activity change, negative = cytotoxicity, most hits filed as inhibitors; further: potency means the concentration at half of the fitted maximal effect; nearly all actives have a fitted effect of over 60% in size
#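 250 HEK 293 cells/well; compound by pintool; incubated 48 or 72 hr at 37 degree Celsius; CellTiter-Glo added, 10 min RT, luminescence imaged.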
# * hit, by the source's call; i = inactive; ? = inconclusive; / = not tested or not shown; ! = repeats disagree; [ ] = dose if it differs, or a comment. Unless noted, the call rests on the fitted dose curve; in most records, active means well fitted curve in the direction sought with a large enough effect; inconclusive means small, poorly fitted or top-dose-only effect, or another doubt; inactive means no such curve, though single readings can be large; an effect the other way counts as inactive or inconclusive. Unless noted, on the % scale 0 is the no-effect control and ±100 the full control effect. A portion of the library. The share of hits here may be higher or lower than overall.
# Second line of a record – HEK293 tox	NIH3T3 tox	IP6K1 inhibitor	FLuc inh	GPT2 inhibitor	SNCA expr inhib	HEK293 viab
CNC(=O)C1CCCN1Cc1cccc(-c2ccc(C)c(Cl)c2)c1 (stereo not given)
  25µM*	35µM*	16	/	/	/	/
COc1cccc(CNC(=O)c2ccc3c(c2)nnn3C2CCCC2)c1
  /	/	-4	/	/	-19%	4%
CC(=O)N1CCCC(c2nn(C)c(=O)n2C(C)C)C1 (stereo not given)
  2%	i	2	7%	i	-4%	-3%
O=C(O)CCn1cnc2onc(-c3ccccc3Cl)c2c1=O
  /	/	-42*	/	/	1%	18%
CCCC(=O)Nc1nnc(S(=O)(=O)N2CCCCCC2)s1
  /	/	7	/	/	3%	1%
O=C(c1ccc(N2CC3CC(C2)[C@H]2CCCC(=O)N2C3)nc1)N1CCc2ccccc2C1 (stereo not given in full)
  ?	-19%	9	8%	-3%	-22%	-10%
COc1ccc(C(=O)N2CC[C@H](c3nnc(-c4ccccc4)o3)C2)cc1
  i	?	3	5%[172 µM]	1%[88.5 µM]	6%[87.6 µM]	?
COc1ccc(Oc2c(Cl)cnn(C3c4ccccc4-c4ccccc43)c2=O)cc1
  /	/	21	/	-3%	/	20%
Cc1ccccc1Nc1c(-c2ccc(O)cc2)nc2c(C)cccn12
  /	/	-11	/	/	24%	-21%
CC(CCc1ccccc1)NC(=O)Cn1cccc1-c1nc(-c2ccc3c(c2)OCO3)no1 (stereo not given)
  -6%	-13%	-3	-11%	i	25%	8%
COc1cc2c(=O)c(S(=O)(=O)c3ccc(F)cc3)cn(Cc3ccccc3C)c2cc1OC
  /	/	4	/	/	2%	-4%
CCOC(=O)c1ccc(NC(=O)Cn2nc3c(cc2=O)CCCCC3)cc1
  ?	-16%	27	-12%	1%	5%	-6%
O=C(O)c1cc(NC2(c3ccccc3)C(=O)c3ccccc3C2=O)ccc1Cl
  /	/	12	/	/	-4%	3%
COc1ccccc1NC(=O)CCn1cnc2ccccc2c1=O
  /	/	-3	/	/	15%	8%
O=C(NC1CCCC1)NC1CCN(C(=O)c2ccc(-c3cccs3)cc2)CC1
  ?	?	2	/	3%	18%	0%[12.5 µM]
COc1ccc(-c2ccc(=O)n(CC(=O)Nc3ccc(OC)c(OC)c3)n2)cc1
  /	/	44	/	/	19%	-23%
Cc1ccc(Cl)cc1NC(=O)C1CCN(c2nnc(C)c3c(C)n(-c4ccccc4)nc23)CC1
  /	/	11	/	/	5%	5%
CCOc1ccc(NC(=O)Cc2c[nH]c3ccccc23)cc1
  /	/	-4	/	/	76%[activator]	5%
Fc1ccc(-c2cc(CC3(NCC4CCCCC4)COC3)no2)cc1
  ?	?	-5	-4%[172 µM]	-3%[88.5 µM]	-6%[87.6 µM]	-9%[87.6 µM]
Cc1cccc(C(=O)Nc2nc(-c3nnn(-c4cc(C)ccc4C)c3C)ns2)c1
  /	/	-5	/	/	?	1%

# Another view of part of the listing above.
COc1ccccc1NC(=O)CCn1cnc2ccccc2c1=O
  HEK293 tox: / | NIH3T3 tox: / | IP6K1 inhibitor: -3 | FLuc inh: / | GPT2 inhibitor: / | SNCA expr inhib: 15% | HEK293 viab: 8%
O=C(NC1CCCC1)NC1CCN(C(=O)c2ccc(-c3cccs3)cc2)CC1
  HEK293 tox: ? | NIH3T3 tox: ? | IP6K1 inhibitor: 2 | FLuc inh: / | GPT2 inhibitor: 3% | SNCA expr inhib: 18% | HEK293 viab: 0%[12.5 µM]
COc1ccc(-c2ccc(=O)n(CC(=O)Nc3ccc(OC)c(OC)c3)n2)cc1
  HEK293 tox: / | NIH3T3 tox: / | IP6K1 inhibitor: 44 | FLuc inh: / | GPT2 inhibitor: / | SNCA expr inhib: 19% | HEK293 viab: -23%

# Later entries:
# Second line of a record – HEK293 tox	NIH3T3 tox	IP6K1 inhibitor	FLuc inh	GPT2 inhibitor	SNCA expr inhib	HEK293 viab
O=C(NC[C@H]1O[C@@H](CC(=O)N2CCOCC2)[C@H](O)[C@@H]1O)Nc1ccc(F)cc1F
  -11%[172 µM]	-17%[174 µM]	0	-11%[172 µM]	-34%[88.5 µM]	21%[87.6 µM]	6%[87.6 µM]
Cc1ccc(-c2nnc(C3CN(C(=O)c4cccc(C)c4)CC34CCOCC4)o2)cc1 (stereo not given)
  ?	-29%	12	-4%	i	6%	?
CNCc1cccc(C(F)(F)F)c1
  i	-2%[138 µM]	-12	/	i	3%[87.6 µM]	3%[87.6 µM]
Oc1ccc(-c2nc(C3CC3)nc3c2CCN(CC2CCCCC2)CC3)cc1
  ?	?	7	3%	5%	15%	-12%
COc1ccc(-c2cccc(C(=O)N3CCN(C(=O)c4ccc(Cl)nc4)CC3)c2)nn1
  i	-9%	1	/	/	/	/
C=CC(N)CCC(=O)O (stereo not given)
  /	/	/	/	-3%	-3%	3%
CCOc1ccc2c(n1)CCN(C(=O)Cc1ccccc1C)C2
  ?	-11%	2	0%	2%	-6%	2%[12.5 µM]
O=C(NC1CCN(c2cnn(Cc3ccccc3)c(=O)c2)CC1)C1CCOCC1
  i	-7%	40	4%	i	-14%	17%
COc1cccc(Cn2c(NCc3ccc(C)cc3)nc3c2c(=O)n(C)c(=O)n3C)c1
  /	/	-14	/	/	-13%	16%
Cn1cnc2cc(C(=O)N3CCC4(CC3)OCCCC4O)ccc21 (stereo not given)
  -20%	i	-3	2%	-4%	-7%	0%

# Complete entries as entered above. Order of screens: HEK293 tox | NIH3T3 tox | IP6K1 inhibitor | FLuc inh | GPT2 inhibitor | SNCA expr inhib | HEK293 viab
# `Cn1cnc2cc(C(=O)N3CCC4(CC3)OCCCC4O)ccc21` (stereo not given) reads -20% | i | -3 | 2% | -4% | -7% | 0%
# `CCOc1ccc2c(n1)CCN(C(=O)Cc1ccccc1C)C2` reads ? | -11% | 2 | 0% | 2% | -6% | 2%[12.5 µM]
# `Oc1ccc(-c2nc(C3CC3)nc3c2CCN(CC2CCCCC2)CC3)cc1` reads ? | ? | 7 | 3% | 5% | 15% | -12%

# Next records.
# Second line of a record – HEK293 tox	NIH3T3 tox	IP6K1 inhibitor	FLuc inh	GPT2 inhibitor	SNCA expr inhib	HEK293 viab
COc1ccccc1C(=O)N1CCCN(c2cc(-c3ccc(Br)cc3)[nH]n2)CC1
  40µM*	?	6	3%	-29%	10%	-15%
O=C(CC1C(=O)OCCN1Cc1ccccc1)Nc1cccc(Cl)c1 (stereo not given)
  /	/	10	/	/	20%	-3%
CCNC(=O)[C@@H]1C[C@H](NC(=O)c2cc(C)nn2C)CN1C(=O)c1cc[nH]c1
  -9%	-7%	-9	4%	i	-19%	1%
O=C1CN(C(=O)C2CNCC23CCOCC3)CCN1 (stereo not given)
  -2%	2%	17	-3%	-6%	-17%	3%
Cc1cc(NC(=O)c2cc(-c3cccc(Cl)c3)on2)nn1Cc1ccc(Cl)cc1
  /	/	4	/	/	15%	4%
CCc1cccc(C)c1NC(=O)CN1C(=O)C2(SCC(=O)N2c2cc(C)cc(C)c2)c2ccccc21 (stereo not given)
  /	/	5	/	/	-10%	?
CCOC(=O)C1CCN(C(=O)C2COC3(CCCCC3)N2C(=O)c2cccc(Cl)c2)CC1 (stereo not given)
  -20%	-20%	5	4%	3%	-6%	-5%
CCc1ccc(-c2cc(C)no2)cc1S(=O)(=O)Nc1ccc(Cl)cn1
  /	/	7	/	/	2%	8%
Cc1ccc(C(=O)N2CCC(N3CCCC3=O)CC2)cc1O
  -12%	-1%	53	1%	4%[11.5 µM]	-11%	-2%
CN(C)C[C@@H]1CN(Cc2ccccc2)C[C@H]1NC(=O)c1cnn(C)c1
  ?	-23%	-2	-10%	5%	-13%	-1%
CN1CC(=O)N(CC(=O)N2CCC3(CC2)[C@H](O)C[C@@H]3OCCO)C1=O
  2%	i	-10	5%	i	-19%	0%
CC(C)(C)C(=O)Nc1nc2c(s1)C[C@@H]1[C@](C)(CO)[C@H](O)CC[C@@]1(C)[C@@H]2CC(=O)O
  i	5%[138 µM]	-10	13%[172 µM]	i	-17%[87.6 µM]	4%[87.6 µM]
O=C(c1ccc(C(F)(F)F)cc1)N1CCC(c2nn(-c3ccccn3)c(=O)[nH]2)CC1
  -8%	-1%	4	/	i	?	11%
COc1ccccc1-c1ncc2c(n1)OCCN(Cc1ccc(F)cc1F)C2=O
  -35%[172 µM]	?	9	-20%[172 µM]	-17%[88.5 µM]	15%[87.6 µM]	3%[87.6 µM]
COc1cccc(N2CCN(C(=O)C3CCN(S(=O)(=O)c4c(C)noc4/C=C/c4ccccc4F)CC3)CC2)c1
  /	/	7	/	/	-29%	-3%
CN(Cc1ccccc1C(F)(F)F)C(=O)c1ccccc1Cl
  ?	-30%[138 µM]	-5	-5%[172 µM]	i	13%[87.6 µM]	-11%[87.6 µM]
CCOc1ccc(NC(=O)Cn2c(=O)n(CCCS(=O)(=O)C3CCCCC3)c(=O)c3ccccc32)cc1
  /	/	-5	/	/	37%[activator]	13%
CCOc1ccc2c(n1)CCN(C(=O)c1ccc(C)s1)C2
  ?	-14%	-2	?	-3%	85%[activator]	-17%[12.5 µM]
COc1ccccc1C(=O)N1CCn2c(nn(-c3ccc(F)cc3F)c2=O)C1
  4%	2%	-3	3%	i	1%	2%
OC[C@H]1CCN(c2nnnn2-c2ccc(Oc3ccccc3)cc2)C[C@H]1O
  -20%	?	-15	-1%	i	10%	-4%
O=C(NCc1cccs1)c1ccc2nnc(Cc3ccco3)n2c1
  2%[172 µM]	?	-32*!	/	i	24%[87.6 µM]	-4%[87.6 µM]
COc1ccccc1-c1cccc(C(=O)N2CCN([S+](=O)([O-])c3cccs3)CC2)c1
  20µM*	?	1	/	i	7%	7%[12.5 µM]
CC(C)S(=O)(=O)N1CC(n2cc(C(=O)NCc3ccccc3)nn2)C1
  i	-14%	8	-8%	i	-11%	5%
CCOC(=O)c1ccc(NC(=O)CSc2nc(-c3ccc(OC)cc3)cc(C(F)(F)F)c2C#N)cc1
  /	/	-6	/	/	-16%	-4%
COCCNC(=O)c1cn2cc(-c3cccnc3)sc2n1
  3%	-22%	7	/	-9%	50%[activator]	-3%
CCCN(CCC)CCCNC(=O)C1CCC(CNS(=O)(=O)c2cccc3nsnc23)CC1 (stereo not given)
  /	/	-20	/	/	?	8%
COc1ccccc1N1CCN(C(=O)c2ccc(Nc3nc4ccccc4n4nnnc34)cc2)CC1
  /	/	-17	/	/	16%	16%
CN1C[C@@H](NC(=O)NC2CCCCC2)C[C@H]1c1nc(Cc2ccccc2)no1
  ?	?	6	-12%[172 µM]	?	-1%[87.6 µM]	-16%[87.6 µM]
